Source: PubChem BioAssay (The Scripps Research Institute Molecular Screening Center)
FBW7 activator = human FBW7 E3 ligase activation, primary screen; AlphaScreen FBW7–phospho-cyclin E peptide binding, activator screen; Q969H0; actives 0.13% (n = 650,000); normalized activity (activation), % at 26.1 µM; in the data active = normalized activity above about 1.9%;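 note: purified mutant Fbw7 with reduced substrate affinity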
GPR151 activ = human GPR151 activation. Q8TDV0. PathHunter beta-arrestin GPR151 cells, luminescence. activation, % at 11.2 µM. actives 1% (n = 650,000). AID 1508602; in the data active = activation above about 4.9%;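 note: 0% = median of compound wells and 100% = cells with positive control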
Target sequence (Q8TDV0 whole entry, looked up): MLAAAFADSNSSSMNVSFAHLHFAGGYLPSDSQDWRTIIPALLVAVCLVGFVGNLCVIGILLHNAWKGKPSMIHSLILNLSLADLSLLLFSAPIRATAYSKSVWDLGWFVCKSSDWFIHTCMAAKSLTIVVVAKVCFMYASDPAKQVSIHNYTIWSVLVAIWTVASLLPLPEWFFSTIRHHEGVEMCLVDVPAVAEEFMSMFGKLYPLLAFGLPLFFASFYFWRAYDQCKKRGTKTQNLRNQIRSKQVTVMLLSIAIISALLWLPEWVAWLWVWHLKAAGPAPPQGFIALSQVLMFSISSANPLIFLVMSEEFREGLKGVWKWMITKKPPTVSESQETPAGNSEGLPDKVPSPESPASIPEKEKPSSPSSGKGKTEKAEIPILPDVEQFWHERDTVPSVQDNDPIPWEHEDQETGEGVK
MITF inh = human MITF inhibition, primary screen; AlphaScreen MITF homodimerization, bead proximity signal; inhibition, % at 2.6 µM; actives 0.91% (n = 650,000); in the data active = inhibition above about 50%;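 note: 0% = vehicle wells with protein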
Target sequence (O75030 whole entry, looked up): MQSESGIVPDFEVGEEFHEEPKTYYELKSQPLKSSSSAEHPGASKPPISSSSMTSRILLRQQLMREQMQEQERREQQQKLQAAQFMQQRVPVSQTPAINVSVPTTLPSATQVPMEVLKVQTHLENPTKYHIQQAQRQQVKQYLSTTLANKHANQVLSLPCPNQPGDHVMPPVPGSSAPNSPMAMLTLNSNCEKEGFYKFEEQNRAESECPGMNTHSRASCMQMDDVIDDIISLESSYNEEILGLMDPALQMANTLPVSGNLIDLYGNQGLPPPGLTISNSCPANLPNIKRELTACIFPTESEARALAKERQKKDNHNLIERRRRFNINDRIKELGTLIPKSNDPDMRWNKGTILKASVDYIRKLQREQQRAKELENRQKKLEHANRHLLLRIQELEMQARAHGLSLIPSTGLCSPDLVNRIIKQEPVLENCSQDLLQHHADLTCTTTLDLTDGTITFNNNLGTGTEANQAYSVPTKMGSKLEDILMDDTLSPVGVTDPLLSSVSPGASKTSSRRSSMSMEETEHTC
TEAD-YAP inh = TEAD-YAP interaction inhibition; HEK-TIYL cells, TEAD-Gal4/YAP UAS-luciferase luminescence; inhibition, % at 9.12 µM; actives 1.4% (n = 640,000); in the data active = inhibition above about 32%;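 note: 0% = median of test compound wells and 100% = reference inhibitor wells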
Numbers without * were called inactive; . = not tested or not shown.

SMILES | FBW7 activator | GPR151 activ | MITF inh | TEAD-YAP inh
CCC(CC)NC(=O)COC(=O)c1ccc(O)cc1 | 0.1 | 1.2 | 0 | -2
CC(C)(C)c1ccc(C(=O)Nc2nnc(Cc3ccc(Cl)cc3Cl)s2)cc1 | 0.0 | -1.4 | 5 | -5
O=C1NC(c2ccccc2)=N/C1=C\c1ccccc1 | 0.4 | -0.4 | -3 | -17
COc1ccc(C(=O)NC(=S)NCC2CCCO2)cc1I (stereo not given) | -0.1 | -1.5 | 6 | 1
O=C(c1ccccc1F)N1CCN(c2ccc([N+](=O)[O-])c3cccnc23)CC1 | -0.1 | -0.2 | 16 | -1
COc1ccc(-c2c(C)nn3c(NCCN(C)C)c(C)c(C)nc23)cc1 | 0.0 | -1.1 | -4 | -15
O=[N+]([O-])c1nn(-c2cccc(Cl)c2)n(O)c1=NC1CCCC1 | -0.3 | -0.7 | 12 | 2
COc1ccc(Cl)cc1C(=O)N/C(=C\c1cccc([N+](=O)[O-])c1)C(=O)Nc1ccc(Cl)cc1Cl | -0.1 | 0.4 | -7 | -3
CCOC(=O)CNC(=O)CN1CCC(c2nc3ccccc3[nH]2)CC1 | 0.3 | -1.2 | -10 | -5
Cc1cc2ncn(C(=O)C(Cl)Cl)c2cc1C | -0.1 | 0.5 | 5 | -1
O=C(CCNC(CO)C(=O)O)c1ccc(Br)cc1 (stereo not given) | 0.3 | -0.2 | 10 | 10
CCOC(=O)CCN(Cc1ccccc1Cl)S(=O)(=O)c1cccc([N+](=O)[O-])c1 | -0.1 | -1.4 | 4 | -1

12 entries from above, with two lines to a compound:
The line under a structure holds: FBW7 activator, GPR151 activ, MITF inh, TEAD-YAP inh
> CCC(CC)NC(=O)COC(=O)c1ccc(O)cc1
  0.1, 1.2, 0, -2
> CC(C)(C)c1ccc(C(=O)Nc2nnc(Cc3ccc(Cl)cc3Cl)s2)cc1
  0.0, -1.4, 5, -5
> O=C1NC(c2ccccc2)=N/C1=C\c1ccccc1
  0.4, -0.4, -3, -17
> COc1ccc(C(=O)NC(=S)NCC2CCCO2)cc1I (stereo not given)
  -0.1, -1.5, 6, 1
> O=C(c1ccccc1F)N1CCN(c2ccc([N+](=O)[O-])c3cccnc23)CC1
  -0.1, -0.2, 16, -1
> COc1ccc(-c2c(C)nn3c(NCCN(C)C)c(C)c(C)nc23)cc1
  0.0, -1.1, -4, -15
> O=[N+]([O-])c1nn(-c2cccc(Cl)c2)n(O)c1=NC1CCCC1
  -0.3, -0.7, 12, 2
> COc1ccc(Cl)cc1C(=O)N/C(=C\c1cccc([N+](=O)[O-])c1)C(=O)Nc1ccc(Cl)cc1Cl
  -0.1, 0.4, -7, -3
> CCOC(=O)CNC(=O)CN1CCC(c2nc3ccccc3[nH]2)CC1
  0.3, -1.2, -10, -5
> Cc1cc2ncn(C(=O)C(Cl)Cl)c2cc1C
  -0.1, 0.5, 5, -1
> O=C(CCNC(CO)C(=O)O)c1ccc(Br)cc1 (stereo not given)
  0.3, -0.2, 10, 10
> CCOC(=O)CCN(Cc1ccccc1Cl)S(=O)(=O)c1cccc([N+](=O)[O-])c1
  -0.1, -1.4, 4, -1

Additional entries follow.
SMILES | FBW7 activator | GPR151 activ | MITF inh | TEAD-YAP inh
COc1cccc(C(=O)Nc2cccc(OC(=O)c3ccc(Br)c(S(=O)(=O)N4CCCCC4)c3)c2)c1 | 0.0 | -3.2 | -1 | 27
CCOC(=O)COn1c(=O)c(-c2ccc(OCC)cc2)[n+]([O-])c2ccccc21 | -0.3 | 1.7 | -3 | -44
CC(c1ccon1)N(C)Cc1nc(NC2CCCCC2)c2ccccc2n1 (stereo not given) | 0.1 | -0.6 | 8 | 2
CCOc1ccccc1NC(=O)CSc1nnc(C)s1 | -0.3 | 1.8 | 3 | 0
O=C(CSc1nc2ccccc2[nH]1)NCCc1ccccc1 | 0.0 | 1.1 | 7 | -23
CN1CCN(c2ccc(NC(=O)c3cccnc3)cc2)CC1 | -0.2 | -3.5 | -3 | -17
CC(=O)Nc1ccc(C(=O)N/N=C/c2cccnc2)cc1 | 0.5 | 0.7 | 10 | 2
CC1CC(C)CN(C(=O)Cn2ncc3c2-c2ccccc2OC3)C1 (stereo not given) | 0.2 | 1.6 | 1 | 4
O=C(CCc1nnc2n(Cc3ccccc3)c(=O)c3ccccc3n12)NC1CCCC1 | 0.0 | -1.1 | 2 | 8
Cn1c(SCC(=O)c2ccc3c(c2)OCO3)nnc1-c1ccccn1 | -0.1 | -0.2 | 6 | 0
CC(C)n1nnnc1SCC(=O)Nc1ccccc1N1CCOCC1 | 0.0 | -0.5 | -18 | 9
CC(C)(C)c1ccc(S(=O)(=O)N2CCCCC2C(=O)NCc2ccccn2)cc1 (stereo not given) | -0.1 | -1.0 | 6 | 4
Cc1ccc2c(c1)NC(=O)C(CC(=O)NCCN(C)C)O2 (stereo not given) | 0.0 | -0.8 | 3 | -1
Cc1cc(Cl)nc(Cl)c1C(=O)N(C)Cc1ccccc1 | 0.1 | 0.3 | -5 | 15
O=C(/C=C/c1ccc([N+](=O)[O-])cc1)OCc1cccc([N+](=O)[O-])c1 | -0.3 | 1.5 | 4 | 12
COc1cc(OC)nc(-c2sc3ccccc3c2O)n1 | 0.0 | -1.4 | -10 | -1
O=C(COc1ccc(Cl)cc1Cl)NCc1nnc(SCC(=O)Nc2nc3ccccc3s2)n1-c1ccccc1 | 0.0 | -1.0 | -7 | 8
CC(C)c1nc(N2CCN(C(=S)NC(=O)c3ccccc3)CC2)c(C#N)c2c1COC(C)(C)C2 | 0.0 | 0.1 | 3 | -8
O=C1CCCN1CCCNc1nc2nonc2nc1N1CCCCCC1 | 0.2 | -0.2 | -7 | -12
O=C(COc1ccccc1[N+](=O)[O-])Nc1ccc2oc(-c3ccccc3F)nc2c1 | 0.0 | 0.7 | 13 | 4
Cc1cccc(NC(=O)CSc2nnc(NC(=O)c3ccccc3[N+](=O)[O-])s2)c1 | -0.1 | 1.9 | 18 | -21
COc1ccc(-c2nn(C)c3sc(C(=O)Nc4ccc5c(c4)OCO5)cc23)cc1OC | -0.1 | 1.5 | -2 | 0
COc1cc2nc(N3CCc4ccccc4C3)nc(NCc3cccc(C(F)(F)F)c3)c2cc1OC | -0.1 | -2.2 | 4 | 1
CCOc1ccc(NC(=O)CCCC(=O)OCC(=O)c2ccc(C)c([N+](=O)[O-])c2)cc1 | -0.1 | -0.8 | -13 | 7
O=C(CN1C(=O)c2ccccc2C1=O)NCc1nc(-c2ccc(Cl)cc2)no1 | 0.9 | 2.1 | 8 | 5
COc1ccc(/C=N/NC(=O)COc2ccc(C#N)cc2)c(OC)c1 | 0.0 | 1.5 | 3 | 2
CCCNC(=O)Cn1cnc2sc(C(=O)Nc3ccc(C(C)C)cc3)c(C)c2c1=O | -0.1 | 1.0 | 4 | 6
Cc1ccc(C(=O)c2sc3nc(C)c(C)c(C)c3c2N)cc1 | 0.1 | -0.1 | 0 | -42
O=C(COC(=O)c1ccc([N+](=O)[O-])cc1)NC1CCCC1 | 0.6 | -0.5 | 0 | 9
Clc1ccc(Oc2ccc(Nc3nc4ccccc4n4nnnc34)cc2)cc1 | 1.0 | -0.3 | 7 | -1
CCN(C(=O)CN1CCC(C)CC1)c1c(N)n(Cc2ccccc2)c(=O)[nH]c1=O | 0.1 | 0.1 | 11 | -1
COc1ccc(NC(=O)CCNC(=O)Cn2cnc3sc4c(c3c2=O)CCCC4)cc1OC | -0.1 | 0.2 | 13 | 4
COc1ccc(/C(C)=N\NC(=O)CCC(=O)Nc2ccc(Br)cc2)c(OC)c1 | 0.0 | 0.2 | 3 | -1
Cc1cc(NC(=O)c2ccccc2Cl)no1 | 0.7 | -0.3 | 18 | -69
COc1cc(/C=C2\NC(=S)N(c3ccccc3)C2=O)ccc1O | -0.1 | -0.1 | 20 | -6
O=c1/c(=C\c2cccs2)sc2nnc(-c3ccccc3)n12 | 0.3 | -0.8 | 10 | 6
CC(O)c1nc2ccccc2n1Cc1cccc(Cl)c1 (stereo not given) | 0.0 | 5.2* | -8 | 7
COc1cccc(C(=O)Nc2nnc(-c3cc(C)ccc3C)o2)c1 | -0.2 | 1.7 | -2 | 5
CC(=O)NC1C(OCCC(C)C)OC(COC(C)=O)C(OC(C)=O)C1OC(C)=O (stereo not given) | 0.1 | -0.5 | -1 | 10
Cc1cccc(NC(=O)C2CC(=O)N(c3ccccc3F)C2)c1C (stereo not given) | 0.1 | 0.2 | 20 | -9
C=CCNc1cc(C)nc2c(-c3ccc(OC)cc3)c(C)nn12 | -0.1 | 0.4 | -2 | -7
CC(=O)N(CCC(Cc1ccccc1)c1ccc2c(c1)OCO2)Cc1ccc(Cl)cc1 (stereo not given) | 0.1 | 0.0 | 0 | -9
CC12COC3(C(=O)NCCc4ccccc4)CC1CCC32C (stereo not given) | 0.2 | 1.1 | 2 | -21
Cc1ccccc1NC(=O)N1CCNCC1 | -0.1 | 3.2 | 3 | 3
Cc1ccccc1NC(=O)C(=O)NCCC1CCCCN1S(=O)(=O)c1ccccc1 (stereo not given) | 0.1 | 0.0 | -25 | 3
CO[C@H]1[C@H](NC(=O)Cc2ccccc2)c2ccccc2C12CCN(C(=O)CNC(C)=O)CC2 | 0.0 | 2.4 | -4 | -1
O=C1OC(c2ccc(Cl)cc2Cl)=N/C1=C\c1ccccc1C(F)(F)F | 0.1 | -1.8 | -10 | -6
COc1ccc2[nH]c3nc(SCCN4CCOCC4)nnc3c2c1 | -0.2 | 0.0 | 16 | -1
COc1ccc(N2C(=O)CC(SCC(=O)Nc3ccc(F)cc3)C2=O)cc1 (stereo not given) | 0.9 | 0.6 | 10 | 11
Cc1ccc(NC(=O)c2ccc([N+](=O)[O-])cc2NC(=O)c2ccccc2)c(C)c1 | -0.1 | 0.5 | 0 | 5
O=C(Nc1nc(-c2cc([N+](=O)[O-])cs2)cs1)c1ccoc1 | 0.4 | -1.7 | 9 | -8
O=C(NCCc1ccccc1Cl)C(=O)Nc1ccccc1 | 0.0 | 1.6 | -2 | -57
CCCNC(=O)c1cnn2c(C(F)F)cc(-c3ccc(C)cc3)nc12 | 0.1 | 1.1 | 13 | 8
O=C(Nc1ccc(NC(=O)c2cccs2)cc1)c1ccc(Cl)cc1 | -0.2 | -0.7 | -22 | 2
Cn1nc(C(=O)OCc2ccc(Cl)cc2Cl)c2ccccc2c1=O | 0.0 | 1.4 | 12 | -7
O=C1CCC([N+](=O)[O-])C(c2ccccc2Cl)N1 (stereo not given) | 0.0 | 0.1 | -3 | 4
CCOC(=O)c1cc(S(=O)(=O)Nc2cccc(Cl)c2)cn1C | 0.1 | 0.4 | 5 | 8
O=C(Nc1ccc2c(c1)C(=O)NC2=O)c1cccs1 | 0.0 | -1.4 | 7 | -14
COc1ccccc1C1CC(=O)NC(NC(C)=O)=N1 (stereo not given) | 0.0 | 1.8 | 11 | 1
O=C1c2ccccc2NC(c2cccs2)N1c1ccccc1 (stereo not given) | 0.0 | -1.8 | -7 | -8

(cont.)
SMILES | FBW7 activator | GPR151 activ | MITF inh | TEAD-YAP inh
Cc1ccc(N(C(=O)C2CC2)C2C=CS(=O)(=O)C2)cc1 (stereo not given) | 1.0 | -1.6 | 10 | 1
C=CCN(c1ccc(C(=O)Nc2cccc(Cl)c2Cl)cc1)S(C)(=O)=O | 0.0 | 0.2 | 6 | 0
C=CCn1c(SCC(=O)N2CCCCC2C)nnc1-c1ccncc1 (stereo not given) | 0.1 | -0.3 | 8 | 5
O=C(Cc1cn(-c2ccc(Cl)nn2)c2ccccc12)NCCCN1CCCC1=O | 0.1 | 3.3 | 1 | -5
Cc1ccccc1NC(=O)NC1(C(=O)NCc2ccncc2)CCCCC1 | -0.1 | 2.0 | -3 | -7
Cc1ccc(CN2CCNC(=O)C2CC(=O)NCCc2cnccn2)o1 (stereo not given) | 0.1 | 0.5 | 5 | 8
N#Cc1c(/N=C/N2CCCCC2)sc2c1CCCC2 | -0.6 | -1.2 | 15 | -24
Cc1ccccc1-n1ncc(C(C)NC(=O)CC2CC2)c1C (stereo not given) | -0.1 | 0.8 | 9 | -18
CCCC(=O)N(Cc1nc2ccccc2c(=O)[nH]1)C1CCCC1 | 0.9 | 0.2 | 8 | 16
CC(NC(=O)Cc1ccccc1)c1nc(-c2cccnc2)n[nH]1 (stereo not given) | 0.0 | -0.5 | 5 | -1
Nc1cc(N)nc(SCCOc2ccc(Cl)cc2)n1 | -0.2 | -0.5 | -6 | -65
Cc1ccc(N2C(=O)NC3CC2(C)Oc2ccc([N+](=O)[O-])cc23)cc1 (stereo not given) | 0.0 | -0.1 | -8 | 4
O=C(Nc1ccc(Cl)cc1[N+](=O)[O-])c1ccc(=O)oc1 | 0.0 | 0.1 | 2 | 7
COc1cc2c(cc1OC)C(COc1ccc(F)cc1)N(C(=O)c1cccc(C)c1)CC2 (stereo not given) | 0.2 | -0.9 | 12 | -8
O=c1c2ccccc2nc(SCc2cccc([N+](=O)[O-])c2)n1Cc1ccccc1 | 0.1 | 0.7 | -7 | -3
CCOc1ccc(NC(=O)C(=O)NCC(C)C)cc1 | 0.0 | -1.4 | 14 | -15
COC(=O)c1ccc(CSc2n[nH]c(=O)n2C2CC2)cc1 | -0.2 | 0.6 | 4 | -7
O=C1NC2(CCN(Cc3c(F)cccc3F)CC2)Oc2ccccc21 | -0.1 | 0.2 | 3 | 4
CCCCN1CCC(CCC(=O)c2cc(Cl)c(N)cc2OC)CC1 | 0.1 | 4.6 | 2 | .
CCOC(=O)CNC(=O)N1CCCC(N(C)CCc2ccccn2)C1 (stereo not given) | 0.8 | -1.2 | -13 | -16
Cc1ccc(F)c(CN[C@H]2C[C@H]3C(=O)N4CCC[C@@H]4C(=O)N3C2)c1 | -0.1 | -1.0 | -2 | 4
